NPSR antag – neuropeptide S receptor (human) antagonism, cAMP; CHO-NPSR cells, cAMP TR-FRET, antagonist mode; Potency, µM (titrated, usually from 38.3 µM), for the others: at the top dose activity change, negative = inhibition, actives largely listed as inhibitors; 220,000 compounds, 1% hits; also: potency is read from the fitted curve at half-maximal effect; % is scaled to controls: 0 for no effect and ±100 for the full control effect; nearly all actives have a fitted effect of over 50% in size; many of its hits are not listed in these tables
Target sequence (Q6W5P4 whole entry, looked up): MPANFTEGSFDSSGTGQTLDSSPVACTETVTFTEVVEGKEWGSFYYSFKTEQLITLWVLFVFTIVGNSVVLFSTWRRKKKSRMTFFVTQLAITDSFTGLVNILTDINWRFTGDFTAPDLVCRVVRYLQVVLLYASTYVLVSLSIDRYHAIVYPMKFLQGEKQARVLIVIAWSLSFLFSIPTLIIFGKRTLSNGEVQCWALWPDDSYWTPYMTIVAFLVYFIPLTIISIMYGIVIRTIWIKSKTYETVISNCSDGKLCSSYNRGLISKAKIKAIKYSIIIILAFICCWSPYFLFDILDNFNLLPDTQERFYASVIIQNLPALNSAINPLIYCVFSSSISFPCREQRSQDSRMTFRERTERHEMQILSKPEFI
CBFb-RUNX1 inh – inhibitors of human CBF-beta and RUNX1 interaction. 230,000 tested, under 10 active. Q01196+Q13951. AlphaScreen CBFb-His/RUNX1-biotin binding, biochemical. AID 1477. Potency, µM (top dose mostly 59.8 µM), for the others: at the top dose activity, negative = inhibition, most hits filed as inhibitors; also: % of control where 0% means no effect
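Inhibition was taken as any reduction in AlphaScreen signal from the CBF-beta–RUNX1 pair (His and biotin tags, 30 nM each), measured after compound (15 min) and bead (90 min) incubations at room temperature.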
TRb-SRC2 inh – TRbeta-SRC2 interaction inhibition | P10828 | TRbeta-SRC2 peptide binding, fluorescence polarization; receptor liganded with 1 µM T3 | Potency, µM (highest dose often 106 µM), for the others: at the top dose activity change, negative = inhibition, hits mostly inhibitors | 280,000 compounds, 0.065% hits | AID 1469;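 also: potency is read from the fitted curve at half-maximal effect; plate controls were bound peptide for no effect and peptide without receptor for full effect; nearly all actives have a fitted effect of over 50% in size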
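Polarization signal, normalized between peptide-alone and full complex controls, measured compound effects on T3-liganded human TRb LBD (0.6 uM) binding 20 nM Texas Red SRC2 peptide after 5 hr.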
TexasRed fluor – alters Texas Red total fluorescence, flagging assay interference; TRb/SRC2 Texas Red total fluorescence interference; Potency, µM (highest dose often 106 µM), for the others: at the top dose fluorescence change, negative = quenching; 280,000 compounds, 0.29% hits; AID 1479; active = well fitted curve in either direction with a large enough effect; inconclusive = small, poorly fitted or top-dose-only effect; also: potency is read from the fitted curve at half-maximal effect; % is scaled to controls: 0 for no effect and ±100 for the full control effect
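Human TRb ligand-binding domain at 0.6 uM with 20 nM Texas Red SRC2 peptide in Tris buffer containing 1 uM T3 and 5% DMSO, incubated with compound 5 h at ambient temperature. Total fluorescence (555/632 nm) calculated as parallel + 2 × perpendicular.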
Tau fluor cs – counter-screen for tau fibril formation inhibitors | Potency, µM (series often up to 57.7 µM), for the others: top-dose activity change, negative = decrease | 280,000 compounds, 0.93% hits | tau K18 P301L Alexa594 fluorescence, heparin fibrillization | AID 1463; also: potency is read from the fitted curve at half-maximal effect; % is scaled to controls: 0 for no effect and ±100 for the full control effect; nearly all actives have a fitted effect of over 55% in size
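Human K18 P301L tau (15 uM unlabeled plus 0.24 uM Alexa 594-labeled, final) in 100 mM sodium acetate pH 7 was mixed with compound and 20 uM heparin and incubated 6 hr at 37 C.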
GLA spleen mod – inhibitors or activators of human alpha-galactosidase in spleen homogenate | 240,000 compounds, 0.008% hits | Potency, µM (titrated, usually from 80 µM), inactives show top-dose activity change, negative = inhibition, actives largely listed as inhibitors | P06280 | human spleen homogenate, 4MU-alpha-Gal fluorescence, 40 min;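 also: potency is read from the fitted curve at half-maximal effect; 0% = enzyme with vehicle and -100% = no enzyme basal signal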
Target sequence (P06280 32-429 limits assumed): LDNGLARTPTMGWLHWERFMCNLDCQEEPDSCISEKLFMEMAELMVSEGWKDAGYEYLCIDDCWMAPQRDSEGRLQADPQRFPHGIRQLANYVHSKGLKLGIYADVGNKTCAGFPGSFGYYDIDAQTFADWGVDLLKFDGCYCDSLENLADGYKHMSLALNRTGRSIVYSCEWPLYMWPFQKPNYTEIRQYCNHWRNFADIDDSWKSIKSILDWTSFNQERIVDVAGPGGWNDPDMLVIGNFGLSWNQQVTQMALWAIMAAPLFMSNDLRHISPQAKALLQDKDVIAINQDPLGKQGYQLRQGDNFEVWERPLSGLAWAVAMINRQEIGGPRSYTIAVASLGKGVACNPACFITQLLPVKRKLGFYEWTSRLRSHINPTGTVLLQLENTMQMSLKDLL
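Inhibition or activation of alpha-galactosidase in human spleen homogenate is scored by 4-MU fluorescence after 40 min at 37C, pH 5.0, with 1 mM substrate. AC50s come from concentration-response fitted to the Hill equation.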
Tau FP inhib – tau fibrillization inhibition (FP) | P10636 | K18 P301L tau heparin fibrillization, Alexa594 FP, 6 h | Potency, µM (highest dose often 57.7 µM), for the others: top-dose activity, negative = inhibition, usual class: inhibitors | 280,000 compounds, 0.39% hits; also: potency is read from the fitted curve at half-maximal effect; % is scaled to controls: 0 for no effect and ±100 for the full control effect; nearly all actives have a fitted effect of over 55% in size
Target sequence (P10636 561-689 P618L limits assumed): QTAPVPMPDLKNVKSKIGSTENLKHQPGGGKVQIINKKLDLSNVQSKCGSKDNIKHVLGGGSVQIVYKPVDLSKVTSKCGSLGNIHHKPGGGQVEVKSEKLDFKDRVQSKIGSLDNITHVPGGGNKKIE
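Heparin (20 uM) drove fibril formation of recombinant tau K18 P301L, 15 uM unlabeled with 0.24 uM Alexa 594 label, for 6 hr at 37 C in 100 mM sodium acetate pH 7. Fluorescence polarization (555/632 nm) read 1 hr after 30 uM ThT.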
Epigenetic derep – regulators of epigenetic silencing causing reporter derepression in mouse cells; murine LDR cells, GFP reporter derepression, 30 h; Potency, µM (doses to about 53.9 µM), for the others: at the highest dose GFP activation, hits mostly activators; 280,000 compounds, 0.2% hits; AID 1865; also: potency is read from the fitted curve at half-maximal effect; % of control where 0% means no effect; nearly all actives have a fitted effect of over 60% in size
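Murine LDR cells carrying a silenced, genomically integrated CMV-driven GFP reporter were exposed to compound for 30 hours at 37 C. After PBS washes, GFP-positive cells (20–120 um objects) were counted by laser-scanning microplate cytometry.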
* = called active by the depositor; u = inconclusive; x = not tested or not shown; [ ] = remark or other dose. Unless noted, calls follow the shape of the dose curve; as a rule, active = well fitted curve in the direction sought with a large enough effect; inconclusive = small, poorly fitted or top-dose-only effect, or another doubt; inactive = no such curve, though single readings can be large; an effect the other way counts as inactive or inconclusive. Only part of the results is shown, so the mix of outcomes need not match the whole.

SMILES,NPSR antag,CBFb-RUNX1 inh,TRb-SRC2 inh,TexasRed fluor,Tau fluor cs,GLA spleen mod,Tau FP inhib,Epigenetic derep
COc1cc(CN(C(=O)c2ccccc2[N+](=O)[O-])c2ccccn2)cc(OC)c1OC,x,x,-9%,2%,-3%,x,7%,1.6%
COc1ccccc1CNc1ncnc2c1nc1n2CCCC1,x,x,5%,-4%,0%,x,2%,-3.1%
O=C(Nc1ccc(F)cc1)/C(=C1/CCCCCN1)[N+](=O)[O-],9%[7.67 µM],4%,-2%,-5%,-1%,-3%,-7%,-0.3%
Cc1oc(-c2cccc(Br)c2)[n+]([O-])c1C,4%,9%,-2%,0%,-4%,0%,2%,-2.7%
CCc1cccc(C)c1N(C(=O)Cn1c(COC)nc2ccccc21)C(C)COC (stereo unspecified),-18%[46.1 µM],-1%,-14%,1%,-11%,-6%,u,-4.5%
Cc1cc(NC(=O)c2noc3c2CCCCC3)nn1Cc1ccc(Cl)cc1,-20%[46.1 µM],10%,1%,-2%,-3%,-3%,-17%,4.1%
CCN(CC)S(=O)(=O)c1ccc(/C(O)=C2/C(=O)C(=O)N(CCOC)C2c2ccccc2)cc1 (stereo unspecified),5%[46.1 µM],9%,1%,1%,12%,-10%,6%,0.0%
Cc1ccc2oc(-c3ccc(C)c(NC(=O)c4ccc(-c5ccccc5[N+](=O)[O-])o4)c3)nc2c1,x,x,8%,3%,-27%,x,-9%,5.4%
CCOC(=O)C1CCCN(C(=O)Cn2c(=O)cc(C)c3c(C)nn(C)c32)C1 (stereo unspecified),x,x,-1%,-8%,-8%,x,-8%,0.0%
COC(=O)CN1C(=S)N(c2ccc(F)cc2)C(=O)C1CC(=O)Nc1ccc(F)cc1 (stereo unspecified),42%,8%,10%,2%,-28%,-5%,u,3.8%
CN1CCc2nc3sc(C(=O)Nc4ccccc4OC(F)(F)F)c(N)c3cc2C1,x,x,1%,-4%,-26%,x,-7%,1.1%
O=S(=O)(c1cnc[nH]1)N1CCN(c2ccc(F)cc2)CC1,-33%,-1%,0%,-2%,-4%,2%,9%,-1.7%
CCOC(=O)c1ccc2c(c1)nc(COc1ccc(OC)cc1)n2CC,-16%[46.1 µM],0%,-3%,-3%,-19%,-9%,-1%,-1.8%
CN(C)CCNC(=S)Nc1ccccc1C(C)(C)C,9%,-1%,-4%,-1%,-1%,-9%,-12%,-0.3%
O=c1[nH]c(SCc2cccc(Cl)c2)nc2c1CCC2,x,x,-1%,1%,-13%,x,-12%,-4.9%
CC(O)CNc1nc2ccccc2n1-c1ncnc2sc3c(c12)CCC3 (stereo unspecified),u,-5%,-14%,2%,-18%,0%,-7%,9.3%
COc1ccc(OC)c(S(=O)(=O)N2CCCc3ccccc32)c1,-14%[46.1 µM],7%,-5%,-1%,-22%,-8%,-7%,1.9%
COc1ccc(/C=C/C(=O)Nc2nc3n(n2)C(c2ccccc2)C=C(c2ccc(Cl)cc2)N3)cc1 (stereo unspecified),x,x,4%,-3%,-7%,x,-5%,9.8%
COc1ccc(CN=CC2=C(O)CNC2=O)cc1,-1%[46.1 µM],-4%,7%,-2%,-4%,3%,-6%,-5.4%
CN(C1CCCC1)C1CCN(C(=S)Nc2cc(F)cc(F)c2)CC1,18%,3%,-2%,-4%,-1%,5%,-2%,-1.2%
NC(=O)c1sc2nnc(-c3ccccc3)c(-c3ccccc3)c2c1N,-31%,8%,-3%,-7%,14%,0%,0%,1.1%
Cc1cc(S(=O)(=O)N2CCN=C2c2ccccc2)ccc1F,5%[46.1 µM],3%,11%,-1%,-5%,-2%,1%,-2.6%
N#CCCN1CCN(S(=O)(=O)c2ccc(C#N)cc2)CC1,-2%[46.1 µM],-1%,-1%,-1%,-3%,-3%,14%,-1.9%
COc1ccc(-c2c(C)nn3c(N4CCC5(CC4)OCCO5)cc(C)nc23)cc1OC,-19%[46.1 µM],10%,6%,-1%,-19%,0%,7%,0.0%
CC(C)(C)n1ncc2c(=O)n(CC(=O)NCc3ccccc3)cnc21,9%[46.1 µM],4%,-12%,-1%,6%,0%,0%,-1.0%
O=C(CSc1ncccn1)N/N=C/c1cccc([N+](=O)[O-])c1,22%,2%,4%,-4%,-7%,5%,3%,0.0%
O=C1C2CCCN2C(=O)N1CCCCN1CCN(c2cccc(Cl)c2)CC1 (stereo unspecified),3%,8%,-10%,-3%,-7%,1%,3%,-1.6%
O=c1[nH]nc2c3ccccc3cnn12,3%[46.1 µM],2%,-3%,4%,-4%,8%,-2%,-2.8%
CCOC(=O)c1cc2c(C(F)(F)F)cc(-c3ccccc3)nc2o1,-6%[46.1 µM],1%,-6%,0%,-9%,2%,-2%,-2.3%
COc1cccc(-n2sc3c(c2=S)-c2cc(OC)ccc2NC3(C)C)c1,u,x,7%,1%,13µM*[quencher],-6%,12%,0.9%
Cc1[nH]c2ccccc2c1/C=C/C(=O)c1ccncc1,-11%,-6%,4%,-3%,-29%,3%,14%,u
CC(=O)N1CCN(c2ccc(S(C)(=O)=O)cc2[N+](=O)[O-])CC1,4%,2%,-3%,0%,4%,-4%,2%,-0.5%
N#Cc1c(N)sc2c1CCN(CCc1ccccc1)C2,21%[46.1 µM],-6%,0%,-4%,-13%,u,u,0.0%
CC(CN(C)Cc1ccccc1)OC(=O)c1ccc(F)cc1 (stereo unspecified),-3%[46.1 µM],4%,0%,-3%,-8%,7%,4%,0.1%
c1ccc(C2c3[nH]c4ccccc4c3CCN2Cc2cccn2-c2cccnc2)nc1 (stereo unspecified),u,1%,0%,1%,-23%,-7%,7%,3.1%
COc1ccc(CNC(=O)CC(C)CC2=NS(=O)(=O)c3ccccc3N2)cc1 (stereo unspecified),x,x,4%,u,26%,x,4%,-1.3%
CC(C)(C)NC(=O)/C(=C\c1ccc(Br)cc1)NC(=O)c1cccs1,7%[46.1 µM],2%,-2%,1%,-7%,-5%,0%,1.7%
C=CCn1c(SCc2ccc(C(=O)O)cc2)nc2sc(C)c(C)c2c1=O,-25%,0%,0%,-2%,-3%,4%,0%,-4.2%
c1cncc(CNc2ncnc3sccc23)c1,26%,-1%,4%,-4%,-3%,2%,3%,-3.5%
Cc1ccccc1OCC(=O)OCn1nnc2ccccc2c1=O,-17%,8%,5%,-3%,-19%,6%,-10%,2.2%
Cc1[nH]c2ccc(C(=O)Nc3ccc(F)cc3)cc2c1C,x,x,3%,-1%,14µM*[quencher],x,u,3.0%
CCS(=O)(=O)c1ncc(Cl)c(C(=O)Nc2c(C(=O)Nc3cccc(C)c3)oc3ccccc23)n1,x,x,-1%,5%,u,x,-11%,-1.0%
CCCc1ccc(C(=O)Cn2nc(C(=O)O)c3ccccc3c2=O)cc1,6%,-15%,-3%,-1%,-4%,-9%,-3%,-1.6%
CNC(=O)c1cc(S(=O)(=O)N(C)C)ccc1Cl,-11%[46.1 µM],9%,-17%,-4%,2%,1%,2%,1.2%
CC(C)C(Nc1ncnc2c1oc1ccccc12)C(=O)O (stereo unspecified),23%,8%,-2%,-2%,-4%,-10%,-10%,-0.1%
CNc1nc(OCC#N)nc(N2CCCCC2)n1,34%,-9%,5%,-3%,-19%,0%,-4%[2.34 µM],-0.1%
C=CCn1c(-c2sc(-c3ccccc3)nc2C)n[nH]c1=S,-60%,-20%,1%,0%,-4%,-1%,0%,-0.1%
CSc1nnc(C)c(/C=C/Nc2ccc(C)cc2)n1,-22%[46.1 µM],0%,4%,-5%,-23%,11%,2%,-1.0%
COc1ccc(C(=O)Oc2cccc(/C=N/NC(N)=S)c2)cc1,-24%,-1%,-4%,0%,-11%,5%,-5%,1.1%
CN1CCN(NC(=O)c2cn(-c3ccccc3)nc2-c2ccc(OC(F)F)cc2)CC1,0%,7%,-6%,1%,-10%,1%,3%,-1.4%
Cc1ccc(OCC(=O)Nc2ccc(S(=O)(=O)Nc3onc(C)c3C)cc2)cc1,-13%[46.1 µM],-9%,2%,1%,-3%,0%,-1%,-1.1%
Cc1ccc2sc(-c3ccc(NC(=O)CCN4C(=O)c5ccccc5C4=O)cc3)nc2c1,-44%,6%,-3%,0%,-2%,0%,9%,-0.1%
O=C1CCCN1CCCNc1ncnc2c1[nH]c1ccccc12,-1%[46.1 µM],-5%,-1%,-4%,-3%,-4%,6%,-0.8%
NS(=O)(=O)c1ccc(N/C=C/C(=O)c2ccc(Br)cc2)cc1,4%,2%,-6%,-4%,2%,6%,-4%,2.2%
CC1CCN(c2cc(N(C)CCO)c([N+](=O)[O-])c3nonc23)CC1,-14%,-2%,7%,-2%,-10%,6%,-9%,1.3%

3 structures from above, ordered by SMILES length, low to high.
SMILES,NPSR antag,CBFb-RUNX1 inh,TRb-SRC2 inh,TexasRed fluor,Tau fluor cs,GLA spleen mod,Tau FP inhib,Epigenetic derep
CC1CCN(c2cc(N(C)CCO)c([N+](=O)[O-])c3nonc23)CC1,-14%,-2%,7%,-2%,-10%,6%,-9%,1.3%
Cc1ccc(OCC(=O)Nc2ccc(S(=O)(=O)Nc3onc(C)c3C)cc2)cc1,-13%[46.1 µM],-9%,2%,1%,-3%,0%,-1%,-1.1%
Cc1ccc2sc(-c3ccc(NC(=O)CCN4C(=O)c5ccccc5C4=O)cc3)nc2c1,-44%,6%,-3%,0%,-2%,0%,9%,-0.1%
